RGS7-Gao: regulators of human RGS7-Galphao interaction. P09471. Multiplexed bead flow cytometry, RGS7-Galphao binding; actives lie on both sides. binding response (% of control), % at 10 µM. 220,000 tested, 0.35% active. AID 1439; in the data active = binding response below about 49% or above about 150%; inconclusive = no clear call, values can overlap the other calls; inactive = in between;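 also: fluorescent Galphao held in activated GDP-AlF4 state binding bead-coupled RGS7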
RGS8-Gao reg: regulators of human RGS8-Galphao interaction; P09471; multiplexed bead flow cytometry, RGS8-Galphao binding; actives lie on both sides; response (percent of control binding), % at 10 µM; 220,000 tested, 0.34% active; in the data active = response below about 60% or above about 140%; inactive = in between;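 also: Galphao activated as the GDP aluminium fluoride complex binding bead-coupled RGS8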
ABCG2 inh: inhibitors of human ABCG2 transporter, ABCB1 counter-screen; Q9UNQ0; IgMXP3 cells, JC-1 efflux, flow cytometry; inhibition, % at 6.6 µM; 190,000 tested, 0.1% active;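 active = inhibition above 80%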;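 also: 0% = DMSO and 100% = nicardipine control wells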
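Read-out basis: Efflux inhibition in percent versus controls | Test system: ABCG2 IgMXP3 and barcoded ABCB1 CCRF-Adr cell mix | Quantity: 3 million cells/mL in well | Schedule: 10 min at 25 °C | Control set: Nicardipine as high control, DMSO as low control | Reagent: JC-1 as fluorescent efflux pump substrate | Signal: Flow cytometry of retained JC-1 fluorescence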
Bcl-2 Bim block: inhibitors of Bim-Bcl-2 interaction, human; P10415; inhibition, % at 10 µM; Bead-based flow cytometry, Bim peptide-Bcl-2 binding; 190,000 tested, 0.06% active; in the data active = inhibition above about 40%; inconclusive = no clear call, values can overlap the other calls;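 also: 0% = no compound wells with probe peptide and 100% = reference peptide inhibitor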
Bim-Bfl-1: disrupts Bim binding to human Bfl-1. Q16548. Bead-based flow cytometry, Bim-Bfl-1 binding inhibition. inhibition, % at 10 µM. 190,000 tested, 0.12% active;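 also: 0% = wells without compound plus tracer and 100% = blocker peptide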
Bim-Bcl-B: human Bim-Bcl-B interaction inhibition | Q9HD36 | bead-based flow cytometry, Bim peptide-Bcl-B binding | inhibition, % at 10 µM | 190,000 tested, 0.073% active;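 also: 0% = tracer peptide without compound and 100% = reference inhibitor peptide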
Bim-Bcl-W: inhibitors of Bim-Bcl-W interaction, human | Q92843 | bead-based flow cytometry, Bim peptide-Bcl-W binding | inhibition, % at 10 µM | 190,000 tested, 0.02% active | AID 952;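 also: 0% = bound tracer without compound and 100% = peptide blocker; higher means less fluorescent Bim peptide bound to Bcl-W beads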
Mcl-1 Bim block: disrupts Bim peptide binding to human Mcl-1; Bead-based flow cytometry, Bim peptide-Mcl-1 binding; 190,000 tested, 0.1% active; inhibition, % at 10 µM;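 also: 0% = no compound tracer wells and 100% = peptide blocker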
ABCB1 block: human ABCB1 inhibition, ABCG2 as counter-screen. P08183. CCRF-Adr cells, JC-1 efflux, flow cytometry. inhibition, % at 6.6 µM. 190,000 tested, 0.067% active. AID 1326; in the data active = inhibition above about 40%;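 also: 0% = vehicle and 100% = reference inhibitor; higher value means more JC-1 retained so stronger ABCB1 efflux block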
RGS4-Gao reg: modulates binding of RGS4 to human Galphao; P09471; Multiplexed bead flow cytometry; actives lie on both sides; binding response (% of control), % at 10 µM; 220,000 tested, 0.33% active; in the data active = binding response below about 49% or above about 150%; inactive = in between;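 also: fluorescent Galphao activated with aluminum fluoride binding bead-coupled RGS4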
Bcl-XL Bim block: inhibitors of Bim-Bcl-XL interaction, human; Q07817; Bim peptide-Bcl-XL binding, bead flow cytometry, fluorescence; inhibition, % at 10 µM; 190,000 tested, 0.04% active
* hit, by the source's call; ? = inconclusive. Rule as the data show it, unless noted: active = inhibition above about 40%.

item | compound | RGS7-Gao | RGS8-Gao reg | ABCG2 inh | Bcl-2 Bim block | Bim-Bfl-1 | Bim-Bcl-B | Bim-Bcl-W | Mcl-1 Bim block | ABCB1 block | RGS4-Gao reg | Bcl-XL Bim block
1 | CCn1ncc(/C=N/NC(=O)c2ccc3c(c2)OCO3)c1C | 102 | 103 | 1 | 0 | 0 | -1 | -1 | -4 | 0.2 | 101 | -1
2 | CC1CCN(CC(=O)Nc2ccc(N3CCCCCC3)cc2)CC1 | 103 | 102 | 0 | 2 | 0 | -4 | 0 | 2 | 0.2 | 103 | 0
3 | CC1CCCCC1NC(=O)C1CC=CCC1C(=O)O (stereo not drawn) | 100 | 104 | -8 | 3 | 0 | -1 | 0 | 0 | 0.1 | 105 | 0
4 | O=C(COC(=O)Cc1cccc(C(F)(F)F)c1)NC1CC1 | 12* | 12* | 1 | -1 | -4 | -3 | 2 | 0 | 0.0 | 16* | -2
5 | CCOC(=O)N1CCC(NC(=O)CNS(=O)(=O)c2ccc(Br)s2)CC1 | 99 | 99 | 12 | -4 | -21 | -6 | 1 | -3 | 1.2 | 100 | -8
6 | Cc1cc(=O)[nH]c(SCC(=O)Nc2ccc(S(=O)(=O)N3CCCCC3)cc2)n1 | 99 | 102 | 2 | -3 | -5 | -2 | -1 | 2 | 0.2 | 100 | -2
7 | O=C(c1cccnc1)N(c1cc2sc(=O)oc2c2ccccc12)S(=O)(=O)c1ccccc1 | 101 | 100 | 5 | 5 | 11 | -7 | 0 | -4 | 0.1 | 100 | -1
8 | CCCCNC(=O)COC(=O)c1ccc(SC)cc1OC | 103 | 104 | 13 | -2 | -4 | -2 | -1 | -2 | -1.3 | 106 | -1
9 | O=C(CSC1=NCCS1)N1CCN(c2ccc(Cl)cc2)CC1 | 103 | 104 | 2 | -4 | 1 | -2 | 0 | -3 | 0.9 | 102 | 0
10 | COc1ccc(N(CC(=O)NCc2ccncc2)S(=O)(=O)c2ccccc2[N+](=O)[O-])c(OC)c1 | 102 | 104 | 3 | -4 | -7 | -11 | -1 | -1 | 0.8 | 97 | -3
11 | Cc1cccc(CSc2ccc3nnc(-c4ccccn4)n3n2)c1 | 88 | 100 | 4 | 0 | -3 | -1 | 4 | 3 | 1.4 | 100 | 3
12 | CN(C)C(=O)CN(c1ccc2c(c1)OCO2)S(C)(=O)=O | 87 | 92 | -1 | -2 | 0 | 0 | 0 | 1 | -0.5 | 89 | 0
13 | CCn1c(=O)cc(OCC(=O)N(C)C2CCCCC2)c2ccccc21 | 89 | 100 | 1 | -2 | -6 | -1 | 4 | 3 | 0.6 | 91 | -4
14 | CC(=O)Nc1ccccc1OCC(=O)NC(C)c1ccccc1 (stereo not drawn) | 104 | 103 | 0 | 3 | 3 | 0 | -4 | -6 | 0.1 | 105 | -3
15 | O=c1[nH]c(=O)c2nnc(N/N=C\c3ccc(O)cc3)nc2[nH]1 | 98 | 96 | 2 | 13 | 6 | 25 | 28 | 27 | 0.7 | 94 | 44*

Record cards, as listed above. Order of values: RGS7-Gao	RGS8-Gao reg	ABCG2 inh	Bcl-2 Bim block	Bim-Bfl-1	Bim-Bcl-B	Bim-Bcl-W	Mcl-1 Bim block	ABCB1 block	RGS4-Gao reg	Bcl-XL Bim block
Listed for O=C(COC(=O)Cc1cccc(C(F)(F)F)c1)NC1CC1 = 12*	12*	1	-1	-4	-3	2	0	0.0	16*	-2
Listed for CCn1ncc(/C=N/NC(=O)c2ccc3c(c2)OCO3)c1C = 102	103	1	0	0	-1	-1	-4	0.2	101	-1

Continuation.
item | compound | RGS7-Gao | RGS8-Gao reg | ABCG2 inh | Bcl-2 Bim block | Bim-Bfl-1 | Bim-Bcl-B | Bim-Bcl-W | Mcl-1 Bim block | ABCB1 block | RGS4-Gao reg | Bcl-XL Bim block
16 | COc1ccc(N2CCN(C(=O)Cn3nnc(-c4ccc(N(C)C)cc4)n3)CC2)cc1 | 94 | 103 | 3 | 2 | 4 | 0 | 0 | 0 | 0.7 | 99 | 1
17 | Cc1cccc(C)c1OC(=O)C(c1ccccc1)c1ccccc1 | 105 | 104 | 18 | -3 | -2 | -6 | -3 | -3 | 0.9 | 104 | -8
18 | Cc1c(-c2ccccc2)[nH]n2c(=O)c3c(nc12)CCCC3 | 98 | 99 | 2 | -4 | -1 | -8 | -3 | -6 | 0.0 | 97 | -7
19 | Nc1c(-c2ccccc2)c(CN2CCOCC2)nn1-c1cccc([N+](=O)[O-])c1 | ? | 99 | 3 | 0 | -4 | 0 | 0 | 0 | 1.4 | 98 | 0
20 | COC(=O)C1=C(N)OC2=C(C(=O)CC(C)(C)C2)C1c1cccs1 (stereo not drawn) | 105 | 101 | 17 | -9 | -18 | -8 | -3 | -1 | 1.4 | 105 | -7
21 | CCOc1ccc(CNc2ccc(N3CCCC3)cc2)cc1 | 76 | 72 | -2 | 13 | 42* | -12 | 28 | 6 | -0.6 | 83 | 6
22 | CCCn1c(SCC(=O)c2ccc3c(c2)OCCO3)nnc1-c1ccco1 | 96 | 100 | -1 | -2 | 0 | 0 | -1 | -3 | -0.4 | 97 | -1
23 | CCOC(=O)c1cn(CC(=O)Nc2cccc(Cl)c2C)nn1 | 101 | 102 | 1 | 2 | 0 | 0 | 1 | 0 | 0.3 | 103 | 1
24 | O=S(=O)(NCCc1ccccc1)c1ccc(S(=O)(=O)N2CCCCC2)cc1 | 102 | 101 | 0 | 0 | 0 | -3 | -1 | -1 | -0.1 | 99 | 0
25 | CCN(CC)S(=O)(=O)c1ccc(Cl)c(NC(=O)COc2ccc3c(C)cc(=O)oc3c2)c1 | 105 | 102 | 0 | 2 | 0 | 0 | 0 | -1 | -0.1 | 102 | 1
26 | Cc1cc(N2C(=O)CC(C(C)c3ccccc3)C2=O)no1 (stereo not drawn) | 97 | 95 | 12 | -1 | 0 | -1 | -3 | -1 | 3.5 | 97 | -5
27 | Cc1cc(C)c2cc(CN(CCN(C)C)C(=O)Nc3ccccc3Cl)c(=O)[nH]c2c1 | 100 | 103 | 1 | -1 | -5 | 0 | 0 | 2 | 0.1 | 99 | 0
28 | CCOC(=O)C1(CCc2ccccc2)CCN(C(=O)c2occc2C)CC1 | 100 | 97 | 5 | -2 | -9 | -4 | -4 | 0 | 3.2 | 98 | -2
29 | CC(/C=N/NC(=O)c1ccc(CN2c3cccc4cccc(c34)S2(=O)=O)cc1)c1ccccc1 (stereo not drawn) | 99 | 104 | -4 | -5 | -3 | -3 | -1 | -1 | -0.3 | 99 | -1
30 | CCCC(=O)Nc1ccc(N2CCOCC2)cc1 | 100 | 99 | 3 | -8 | -13 | -6 | -1 | -4 | 0.5 | 100 | -3

6 successive records out of the list so far:
item | compound | RGS7-Gao | RGS8-Gao reg | ABCG2 inh | Bcl-2 Bim block | Bim-Bfl-1 | Bim-Bcl-B | Bim-Bcl-W | Mcl-1 Bim block | ABCB1 block | RGS4-Gao reg | Bcl-XL Bim block
16 | COc1ccc(N2CCN(C(=O)Cn3nnc(-c4ccc(N(C)C)cc4)n3)CC2)cc1 | 94 | 103 | 3 | 2 | 4 | 0 | 0 | 0 | 0.7 | 99 | 1
17 | Cc1cccc(C)c1OC(=O)C(c1ccccc1)c1ccccc1 | 105 | 104 | 18 | -3 | -2 | -6 | -3 | -3 | 0.9 | 104 | -8
18 | Cc1c(-c2ccccc2)[nH]n2c(=O)c3c(nc12)CCCC3 | 98 | 99 | 2 | -4 | -1 | -8 | -3 | -6 | 0.0 | 97 | -7
19 | Nc1c(-c2ccccc2)c(CN2CCOCC2)nn1-c1cccc([N+](=O)[O-])c1 | ? | 99 | 3 | 0 | -4 | 0 | 0 | 0 | 1.4 | 98 | 0
20 | COC(=O)C1=C(N)OC2=C(C(=O)CC(C)(C)C2)C1c1cccs1 (stereo not drawn) | 105 | 101 | 17 | -9 | -18 | -8 | -3 | -1 | 1.4 | 105 | -7
21 | CCOc1ccc(CNc2ccc(N3CCCC3)cc2)cc1 | 76 | 72 | -2 | 13 | 42* | -12 | 28 | 6 | -0.6 | 83 | 6

Further records
item | compound | RGS7-Gao | RGS8-Gao reg | ABCG2 inh | Bcl-2 Bim block | Bim-Bfl-1 | Bim-Bcl-B | Bim-Bcl-W | Mcl-1 Bim block | ABCB1 block | RGS4-Gao reg | Bcl-XL Bim block
31 | COc1ccc(C(=O)Nc2sc3c(c2C(=O)NCc2ccco2)CCCC3)cc1OC | 97 | 98 | -6 | -9 | -10 | -9 | 3 | 0 | -3.9 | 99 | 0
32 | O=C(c1ccccc1NS(=O)(=O)c1ccc(Br)s1)N1CCOCC1 | 109 | 107 | -1 | -7 | -8 | -9 | -2 | -2 | 0.1 | 107 | -1
33 | COCCn1c(C)cc(C(=O)CSc2nc3ccccc3c(=O)n2C(C)COC)c1C (stereo not drawn) | ? | 99 | 4 | -1 | -4 | -2 | -2 | 1 | 3.0 | 98 | -4
34 | S=C(NCc1ccccc1)NCc1ccc2c(c1)OCO2 | 94 | 94 | 7 | -6 | -8 | -10 | -7 | -4 | 0.3 | 89 | -9
35 | CCc1cccc(CC)c1NC(=O)COC(=O)/C(C#N)=C/c1ccc(OC)cc1 | 101 | 103 | 3 | -2 | -2 | -7 | -5 | -4 | 0.3 | 101 | -4
36 | Cc1ccccc1NC(=O)c1ccc2c(c1)OCCO2 | 98 | 102 | -1 | 0 | -5 | -3 | -1 | 0 | -0.1 | 100 | -2
37 | NC(=O)CSc1nnc(C2CC2)n1-c1ccccc1 | 112 | 123 | 2 | 4 | 5 | 7 | -7 | -2 | 0.3 | 109 | -3
38 | CC(C)C(=O)Nc1ccc(C(=O)NCc2cccnc2)cc1 | 100 | 99 | 5 | -13 | -17 | -10 | -2 | -2 | 0.6 | 100 | -6
39 | CCOC(=O)Cc1csc(/C(=N/O)C(N)=O)n1 | 97 | 101 | 4 | -9 | -11 | -6 | 0 | 0 | 1.0 | 96 | -6
40 | Cn1c2ccccc2c2cc(C(=O)NNC(=O)CCl)sc21 | 104 | 99 | 10 | -4 | -1 | -3 | 0 | 0 | 0.0 | 99 | 0
41 | CC(C)(C)c1nc(SCC(=O)N2CCCC2)c2ccccc2n1 | 97 | 105 | 2 | -4 | -8 | -5 | 0 | -3 | 1.2 | 99 | 2
42 | COc1cccc(/C=N/NC(=O)CN2C(=O)NC3NC(=O)NC32)c1 (stereo not drawn) | 96 | 97 | 1 | -3 | -10 | -7 | -5 | -4 | 0.0 | 96 | -9
43 | Cc1cccc(NC(=S)N2CCN(Cc3ccc4c(c3)OCO4)CC2)c1C | 99 | 99 | -6 | -3 | -10 | -4 | 4 | 0 | 0.0 | 102 | -1
44 | N#Cc1c2ccc(OCC(N)=O)cc2n2ccccc12 | 98 | 99 | 16 | 0 | -3 | 5 | 6 | 5 | 0.2 | 98 | 5
45 | Cc1cc(N2CCN(c3nc(-c4ccccc4)cs3)CC2)c2ccccc2n1 | 100 | 101 | 6 | -3 | -8 | -7 | -3 | 1 | 0.8 | 99 | -4
46 | O=C(NCc1ccc(F)cc1)C(=O)NCC(c1ccco1)N1CCOCC1 (stereo not drawn) | 101 | 98 | 8 | -1 | -4 | -1 | 1 | 1 | 2.9 | 100 | -1
47 | CNCCOc1ccc(Cl)c(Cl)c1 | 100 | 99 | 1 | 0 | -3 | -3 | 0 | -1 | -0.1 | 100 | -1

Screening results: PubChem, NMMLSC
